UBC9 SUMO inh = SUMOylation inhibition. P63279. HTRF SUMOylation assay, SAE1/SAE2 + UBC9, in vitro. inhibition, % at 35 µM. actives 0.36% (n = 290,000). AID 2006; in the data active means inhibition above about 50%, passing the limit was not always enough; inconclusive means no clear call, values can overlap the other calls; further: strong numbers were not always called active
Target sequence (P63279 whole entry, looked up): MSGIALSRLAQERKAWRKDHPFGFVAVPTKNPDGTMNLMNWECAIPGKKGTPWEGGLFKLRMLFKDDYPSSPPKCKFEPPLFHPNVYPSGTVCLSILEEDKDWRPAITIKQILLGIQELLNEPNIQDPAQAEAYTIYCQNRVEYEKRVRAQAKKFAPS
HCV NS3 hel inh = inhibitors of Hepatitis C virus NS3 helicase | NS3 helicase DNA unwinding, Cy5 molecular beacon fluorescence | inhibition, % at 10.9 µM | actives 0.56% (n = 290,000) | AID 1800;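 active means inhibition above the mean of all tested compounds plus 3 SD, set per campaign, cut at about 35% in these data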;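 further: 0% = DMSO wells and 100% = thioflavine S control wells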
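Compound dosing – single dose, 10.9 µM nominal final, DMSO 0.8% final · System – NS3 helicase fragment of HCV · Buffer or medium – MOPS pH 6.5, MgCl2, DTT, Tween20, BSA · Signal – Cy5 beacon fluorescence read at start and 1 h · Also added – annealed dual-labelled DNA beacon duplex, ATP-started · Schedule – 1 h at 25 °C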
DNA FID counter = displaces DNA intercalator in HCV helicase counter-screen; DNA fluorescent intercalator displacement, fluorescence; actives 0.17% (n = 290,000); inhibition, % at 7.9 µM; in the data active means inhibition above about 37%;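 further: 0% = vehicle and 100% = reference compound; higher means more ethidium bromide displaced from hairpin DNA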
CRFR2-BP ag = CRF-BP/CRF-R2 complex agonism; HEK293 CRF-R2/CRF-BP, calcium dye fluorescence (FLIPR); percent of saturating CRF peptide response; activation, % at 13.2 µM; actives 0.46% (n = 350,000);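 active means activation of at least 50%, plus an integration ratio under a set limit after plate pattern correction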;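 further: plate controls were neutral control wells without compound for no effect and CRF at EC100 for full effect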
CRFR2-BP antag = antagonists of CRF-binding protein/CRF-R2 receptor complex; HEK293 CRF-R2/CRF-BP, CRF-induced calcium fluorescence; inhibition, % at 11.8 µM; actives 0.59% (n = 350,000); AID 588475;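 active means inhibition of the ligand-induced calcium signal above about 50% at the single tested concentration, limit read from the data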
MEKK2mut PB1 HTS = signal of MEK5 binding to mutant human MEKK2 PB1 domain. AID 1530. percent response, % at 10 µM. bead flow cytometry, Alexa488-MEK5 binding to MEKK2 mutant. actives 0.35% (n = 290,000); in the data active means percent response above about 24%, passing the limit was not always enough; further: inactives centre near 1; some results filed as inactive read as strong as hits
GalR3 antag = antagonists of human GalR3; HEK293 GalR3-CNG cAMP membrane potential fluorescence; galR3 body fused to GalR1 C-terminus; inhibition, % at 3 µM; actives 0.44% (n = 360,000); O60755; AID 651719;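 active means inhibition above the screen-wide average plus 3 SD, cut at about 13% in these data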;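 further: forskolin and galanin both at EC90 stimulate the cells; cAMP rise reported by CNG channel membrane potential dye signal; 0% = forskolin plus galanin with DMSO and 100% = forskolin alone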
Target sequence (O60755 1-299 limits assumed): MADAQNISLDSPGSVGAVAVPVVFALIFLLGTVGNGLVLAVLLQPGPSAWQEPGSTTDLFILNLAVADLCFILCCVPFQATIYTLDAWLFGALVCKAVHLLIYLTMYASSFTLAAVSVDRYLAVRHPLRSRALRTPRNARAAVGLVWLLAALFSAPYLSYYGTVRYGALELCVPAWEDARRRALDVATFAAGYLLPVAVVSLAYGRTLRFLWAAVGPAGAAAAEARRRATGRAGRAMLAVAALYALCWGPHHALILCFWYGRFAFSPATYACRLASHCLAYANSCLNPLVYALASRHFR
MEKK3 PB1 HTS = MEKK3-MEK5 PB1 interaction, increase or decrease; actives 1.4% (n = 290,000); bead-based flow cytometry, Alexa488-MEK5 binding to MEKK3; actives lie on both sides; 0 = blocked by unlabeled MEK5, 100 = vehicle; binding response (% of control), % at 10 µM; Q99759;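 active means binding response more than 3 SD above or below the average of its plate-row segment, actives on both sides; inconclusive means wells at one plate position flagged as instrument error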;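 further: Alexa488 bead fluorescence after subtracting the streptavidin-only scavenger bead signal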
Target sequence (Q99759 whole entry, looked up): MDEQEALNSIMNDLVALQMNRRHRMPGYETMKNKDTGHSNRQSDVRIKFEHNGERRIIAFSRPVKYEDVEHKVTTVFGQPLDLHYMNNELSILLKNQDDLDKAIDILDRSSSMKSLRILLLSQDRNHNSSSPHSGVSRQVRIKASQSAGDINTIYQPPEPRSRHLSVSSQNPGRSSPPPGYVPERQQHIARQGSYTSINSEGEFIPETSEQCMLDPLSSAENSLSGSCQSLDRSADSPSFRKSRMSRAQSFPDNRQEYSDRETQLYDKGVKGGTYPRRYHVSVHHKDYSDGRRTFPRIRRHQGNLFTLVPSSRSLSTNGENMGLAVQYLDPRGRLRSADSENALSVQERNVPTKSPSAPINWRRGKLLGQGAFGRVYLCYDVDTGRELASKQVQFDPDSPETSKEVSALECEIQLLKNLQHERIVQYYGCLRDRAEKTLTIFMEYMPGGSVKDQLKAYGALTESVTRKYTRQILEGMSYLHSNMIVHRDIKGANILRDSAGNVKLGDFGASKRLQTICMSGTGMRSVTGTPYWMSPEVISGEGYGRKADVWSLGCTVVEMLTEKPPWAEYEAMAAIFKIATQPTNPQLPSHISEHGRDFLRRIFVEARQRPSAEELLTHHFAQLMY
MEKK2 WT-MEK5 = raises or lowers MEK5 binding to wildtype human MEKK2 PB1 domain | Q9Y2U5 | bead flow cytometry, Alexa488-MEK5 binding to MEKK2 WT; actives lie on both sides | binding response (% of control), % at 10 µM | actives 1.1% (n = 290,000); in the data active means binding response below about 67% or above about 130%; inconclusive means no clear call, values can overlap the other calls; inactive means in between
* marks the source's active call; other numbers are inactive results; ? = inconclusive; nt = not tested or not shown; & = joins results of further samples. Not all compounds are listed; rates above refer to the full screens.

SMILES	UBC9 SUMO inh	HCV NS3 hel inh	DNA FID counter	CRFR2-BP ag	CRFR2-BP antag	MEKK2mut PB1 HTS	GalR3 antag	MEKK3 PB1 HTS	MEKK2 WT-MEK5
C/C(=N/NC(=O)CNC(=O)c1ccccn1)c1cccc([N+](=O)[O-])c1	2	2	-7	-0.4	13	1	-6	100	99
CCCCC(=O)C1CCN(Cc2ccccc2)CC1	13	1	-3	3.4	-26	12	1	109	108
C[C@@H](c1ncncc1F)[C@](O)(Cn1cncn1)c1ccc(F)cc1F	-3	-2	-4	nt	nt	4&-2	nt	108&101	110&97
Cc1ccc(NS(=O)(=O)c2ccc(-c3ccc(=O)[nH]n3)o2)c(C)c1	1	-8	-13	0.3	-16	6	-1	98	102
CCOc1ccc(CN2CCNC(=O)C2CC(=O)NCCC2=CCCCC2)cc1 (stereo unspecified)	6	-5	-19	1.0	-2	-8	-4	110	125
NC(=O)CSc1nc2cc3c(cc2c(=O)n1CCCC(=O)NCc1ccc2c(c1)OCO2)OCO3	-13	7	-1	0.3	18	-5	5	96	90
O=C1CC(c2cccc([N+](=O)[O-])c2)c2cc3c(cc2N1)CCC3 (stereo unspecified)	-6	4	-24	1.3	-29	-3	-4	108	101
Cc1c(Cl)c([N+](=O)[O-])nn1CC(=O)NCc1ccc(Cl)cc1	4	1	4	-1.4	5	14	-11	112	116
O=C1NC(=Nc2cccnc2)S/C1=C/c1ccc(F)cc1	26	-3	-4	-2.4	6	3	-4	102	101
COc1ccc(C)cc1N(CC(=O)N1CCOCC1)S(C)(=O)=O	12	-4	0	1.3	-4	0	-12	92	100
O=c1[nH]c(-c2ccccc2O)nc2c1CCCC2	-17	-8	-9	-2.8	-8	-8	0	81	88
Cc1nc2ccc(NC(=O)NCc3ccco3)cc2s1	67*	4	1	-1.6	-9	8	-8	103	101
CCOC(=O)c1c(C)n(C)c2cc(-c3ccc(C)cc3)c(O)cc12	31	3	-6	1.4	-28	0	-4	131*	105
CNc1nc(SCc2ccccc2Cl)nc2c1CCCC2	-21	-27	-3	4.5	13	10	-4	108	107
c1ccc(-n2c(SCc3nc(-c4cccs4)no3)nnc2-c2ccco2)cc1	32	2	-32	0.7	17	5	-5	103	103
CCc1ccccc1N1C(=O)C2C3CC(=O)C(c4ccccc43)C2C1=O (stereo unspecified)	6	-2	-15	0.6	6	-4	-2	97	99
Cc1cc(C)cc(NC(=S)Nc2ccc3cn[nH]c3c2)c1	11	-12	1	0.6	16	2	-3	105	98
c1ccc(-c2cnnc(N3CCOCC3)n2)cc1	17	4	-3	-0.6	5	10	-1	106	101
COc1ccc(/C=N/n2c(C)nc3sc(C)c(C)c3c2=O)cc1	10	-1	0	-3.0	9	-11	-5	98	97
CC(=O)C1=C(C)NC(SCC(=O)c2ccc(Cl)cc2Cl)=C(C#N)C1c1ccco1 (stereo unspecified)	22	6	3	3.0	-17	-1	-2	104	85
CCCC(=O)OC(C(=O)Nc1cc(C(F)(F)F)ccc1Cl)c1ccccc1 (stereo unspecified)	-18	-6	-19	0.6	-61	0	-2	104	106
COc1ccc(OC)c(-c2csc(-c3cccs3)n2)c1	-4	-2	-5	6.6	-7	-12	-5	97	96
CC(C)C(NC(=O)C1CCCCC1)C(=O)NCc1ccccn1 (stereo unspecified)	5	-4	-3	-0.1	13	4	9	103	103
COc1ccc(NC(=O)CN(c2ccc(C)cc2)S(=O)(=O)c2c(C)nn(C)c2C)cc1OC	-1	0	-28	-1.3	-8	0	-5	103	101
C=CCNS(=O)(=O)c1cc(S(=O)(=O)NCC=C)c(OC)cc1OC	13	-1	4	2.1	6	-3	-3	98	96
N=c1c2c(-c3ccccc3)c(-c3ccccc3)n(Cc3ccco3)c2ncn1CCCN1CCOCC1	11	-42	24	-3.5	-18	6	-7	116	149*
Cc1csc2nc(CNS(=O)(=O)c3ccc4c(c3)OCCO4)cn12	-1	-2	0	1.4	-11	10	nt	114	119
COc1ccccc1-c1coc2c(CN3CCOCC3)c(O)ccc2c1=O	38	2	-7	0.0	-2	5	-6	102	108
Cc1cc(/C=C(\C#N)C(=O)N2CCOCC2)c(C)n1C1CCCC1	18	1	-17	-0.8	-3	-13	-1	88	87
CCOc1ccc(C(C(=O)NC2CCCCC2)N(CCOC)C(=O)c2snc(C(N)=O)c2N)cc1 (stereo unspecified)	-10	4	-35	-0.6	3	13	-11	104	108
Cc1nc2cc(NCc3nc4ccccc4n3Cc3ccccc3)ccc2n1C	-10	-83	17	-2.4	-11	nt	-2	nt	nt
O=C(CSc1nnc(Cc2cc(=O)[nH]c(=O)[nH]2)n1-c1ccccc1)N1CCCc2ccccc21	13	0	-20	0.1	-7	3	-1	110	108
Nc1nc(SCC(=O)Nc2ccc(F)cc2)[nH]c(=O)c1NC(=O)c1ccc(F)c(F)c1	22	-12	-13	1.0	15	10	-4	104	109
CCOCCCNC(=O)CN1CCN(Cc2ccccc2C)C1=O	-4	-2	-6	0.8	-7	-1	1	99	103
COc1ccc(/C=N/n2cnn(Cc3ccccc3Cl)c2=S)cc1	14	15	-2	1.4	-10	-7	-5	86	92
Clc1ccc(CON/C=N/c2ncnc3sccc23)c(Cl)c1	-21	1	2	-0.6	-7	6	-5	107	105
COc1cc(/C=N/NC(=O)c2nc3ccccn3c2C)cc(OC)c1O	-9	4	-5	2.3	-9	-2	10	103	98
CC(Oc1cc2oc(=O)c3c(c2cc1Cl)CCC3)C(=O)N1C[C@H]2C[C@@H](C1)c1cccc(=O)n1C2 (stereo partly specified)	7	30	-32	-0.7	9	-1	-4	102	100
COc1cc(C)ccc1OCCOCCOc1c(C)cc(C)cc1Br	-26	-7	-19	-1.8	40	-2	-1	102	103
COc1ccc(C2CC(C(F)(F)F)n3nc(C(=O)O)cc3N2)cc1OC (stereo unspecified)	25	14	-39	0.8	-3	1	-3	101	102
Cc1ccc(S(=O)(=O)NCC(=O)N(CC(=O)NC2CCCCC2)CC2CCCO2)cc1 (stereo unspecified)	22	-8	-32	0.1	-17	4	-7	104	110
O=c1cc(CNC2CCCCC2)c2ccccc2[nH]1	13	5	3	-0.2	0	-5	-7	102	101
COc1ccc(-c2onc(C)c2-c2ccc(C(=O)OC(C)C)o2)c(O)c1	-22	-20	-22	-0.5	-8	-53	-4	85	62
CCCc1cc(=O)oc2cc(C)cc(OCC(=O)NCCCn3ccnc3)c12	29	3	11	-0.4	2	4	-4	101	104
CCOC(=O)C1CCCN(S(=O)(=O)c2cc3[nH]c(=O)c(=O)[nH]c3cc2C)C1 (stereo unspecified)	19	18	-12	-0.1	7	-2	5	98	97
O=C(CSc1c(Cl)cccc1Cl)NC1CCCc2ccccc21 (stereo unspecified)	5	-7	-11	1.1	1	0	3	101	95
CCCN(C(=O)/C=C/c1ccco1)c1c(N)n(Cc2ccccc2)c(=O)[nH]c1=O	-10	1	-4	-0.3	3	11	-3	103	101
CS(=O)(=O)N(CC(=O)N/N=C/c1cccs1)c1cccc(Cl)c1Cl	0	-12	-13	-1.2	-13	-2	-2	102	99
Cc1nc2cccc(C)n2c(=O)c1Cl	5	0	-1	-1.2	-13	1	-4	102	103
CC1CCN(S(=O)(=O)c2ccc(NC(=O)C3CC3)cc2)CC1	19	-6	-15	0.4	8	0	-5	101	106
COc1ccc2nc(-c3cccc(N)c3)[nH]c2c1	-11	5	-5	-2.3	31	2	-3	110	102
Cn1c(N)c(C(=O)COC(=O)C2(c3ccccc3F)CCCC2)c(=O)n(C)c1=O	12	-13	-16	2.6	-20	10	-1	100	100
Cc1ccc(/C=c2\sc3nc(-c4ccccc4Br)nn3c2=O)o1	24	33	-19	4.5	-12	nt	-2	nt	nt
O=C(CC1C(=O)NCCN1Cc1ccccc1C(F)(F)F)NCCN1CCOCC1 (stereo unspecified)	-2	10	-11	0.3	-10	-9	-3	93	99
O=c1cc2[nH]c3ccccc3c(=O)n2nc1-c1ccccc1	?	2	4	46	-3	-5	2	94	96
O=C(NCc1ccncc1)c1cc(F)c(F)cc1Cl	19	10	4	-0.2	60*	0	-1	116	109
Cn1nnnc1SCC(=O)N1CCc2ccccc21	20	1	-3	-0.2	10	-2	-4	101	94
O=C(NCCc1cccc(C(F)(F)F)c1)C1CCC(=O)N(Cc2ccc(Cl)cc2)C1 (stereo unspecified)	-11	-19	-34	0.5	7	14	-5	106	115
CCOC(=O)c1sc2nc(CSc3ccccc3)nc(N3CCCN(C)CC3)c2c1C	-2	-37	25	1.0	-57	1	-11	130*	134
Cc1cc(C)c(O)c(-c2cc(C(=O)Nc3cccnc3)[nH]n2)c1	3	-8	-15	-0.3	14	-14	-6	89	93

The list goes on, starting with the last 5 of the part before.
SMILES	UBC9 SUMO inh	HCV NS3 hel inh	DNA FID counter	CRFR2-BP ag	CRFR2-BP antag	MEKK2mut PB1 HTS	GalR3 antag	MEKK3 PB1 HTS	MEKK2 WT-MEK5
O=C(NCc1ccncc1)c1cc(F)c(F)cc1Cl	19	10	4	-0.2	60*	0	-1	116	109
Cn1nnnc1SCC(=O)N1CCc2ccccc21	20	1	-3	-0.2	10	-2	-4	101	94
O=C(NCCc1cccc(C(F)(F)F)c1)C1CCC(=O)N(Cc2ccc(Cl)cc2)C1 (stereo unspecified)	-11	-19	-34	0.5	7	14	-5	106	115
CCOC(=O)c1sc2nc(CSc3ccccc3)nc(N3CCCN(C)CC3)c2c1C	-2	-37	25	1.0	-57	1	-11	130*	134
Cc1cc(C)c(O)c(-c2cc(C(=O)Nc3cccnc3)[nH]n2)c1	3	-8	-15	-0.3	14	-14	-6	89	93
O=C(N/N=C1/CCS(=O)(=O)c2ccc(F)cc21)c1cccnc1	4	6	0	0.9	-1	-5	-6	104	96
CCOC(=O)N1CCN(C(=O)c2cnn3c(C)c(Cc4ccc(C)cc4)c(C)nc23)CC1	14	9	-40	-5.3	38	nt	nt	nt	nt
CCc1ccc(Oc2coc3cc(OCC(=O)Nc4cc(C)ccc4C)ccc3c2=O)cc1	17	9	-1	-0.8	0	3	0	106	103
Cc1cnc(NC(=O)c2c(-c3ccccc3)noc2C)s1	10	-16	-11	-0.1	-19	-1	-2	108	103
Oc1ccccc1C=NC1CCCCC1N=Cc1ccccc1O (stereo unspecified)	-5	-4	-4	-2.8	-11	-5	-5	96	90
CC(CN1CCCCC1)OC(=O)c1cccc(F)c1 (stereo unspecified)	5	-1	0	-2.5	4	5	-8	101	108
Oc1sc(C=Nc2ccc(F)cc2)c2ccccc12	-14	-2	0	43	-88	2	-1	115	98
O=C(c1ccc(Cl)c([N+](=O)[O-])c1)N1CCN(C(=O)c2ccco2)CC1	-18	-3	-4	0.0	-4	-1	-1	102	100
Cc1c(NC(=O)Nc2cccs2)cccc1[N+](=O)[O-]	-19	17	-1	-0.1	17	-6	-5	99	98
COc1ccc(C2C3=C(CC(C)(C)CC3=O)OC(N)=C2[N+](=O)[O-])cc1 (stereo unspecified)	-2	7	-4	2.6	-1	-1	-3	109	112
CCCN(CC1CCCO1)C(=O)CCc1nnc(CCc2ccc(OC)cc2)o1 (stereo unspecified)	9	0	-58	0.5	-7	-8	-10	94	89
